TAG inh = inhibitors of triacylglycerol accumulation, primary screen, cell-based, uHTS, fluorescence, H9c2. H9c2 cells, Nile Red lipid (TAG) fluorescence; cells loaded with 200 µM oleic acid. inhibition, % at 12.5 µM. actives 0.66% (n = 230,000);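 active means pattern-corrected inhibition of lipid staining of at least 50% with the nuclear-stain viability signal not falling by more than 50%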;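 further: 0% = DMSO wells and 100% = triacsin C control wells; some results filed as inactive read as strong as hits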
TAG inh DAPI viability = recorded beside TAG inh, whose call it bears; DAPI nuclei signal change (viability), lower = more cytotoxic, %;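 whole-well DAPI fluorescence read on a plate reader as a viability signal; minus 50 percent equals half of cells still viable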
Numbers without * were called inactive; & = joins results of further samples. A portion of the library. The share of hits here may be higher or lower than overall.

1) CC(=O)c1ccc(NC(=O)c2ccc(NC(=O)CCS(=O)(=O)c3cccs3)cc2)cc1
2) COc1ccc(OC)c2sc(NC(=O)c3ccc(Cl)s3)nc12
3) COc1ccccc1NC(=S)N(CCCN1CCOCC1)Cc1cccs1
4) C=CCOc1cccc(C2C(C(=O)c3ccc(C)o3)=C(O)C(=O)N2CCN2CCOCC2)c1 (stereo not drawn)
5) Cc1ccc(NC(=O)CCC(=O)N/N=C/c2cccs2)cc1
6) Cc1cccc(N=Nc2cnc(N)s2)c1
7) Cc1cccc(CN2C(=O)c3ccccc3Sc3ccc(C(=O)NCCN4CCOCC4)cc32)c1
8) COc1cccc(C(=O)Nc2c3c(nn2-c2ccccc2C)CS(=O)C3)c1OC (stereo not drawn)

Assay by compound | 1 | 2 | 3 | 4 | 5 | 6 | 7 | 8
TAG inh | 2.6 | 11.3 | -7.4 | 10.1 | -1.2 | 5.3 | 2.8 | 3.3
TAG inh DAPI viability | 3.7 | -1.7 | -7.8 | -9.4 | -2.8 | 1.9 | 1.6 | -10.2

9) CC(C)(C)OC(=O)N1Cc2ccccc2C[C@H]1C(=O)O
10) CC(=O)c1cccc(NC(=O)CN2C(=O)NC(C)(C)C2=O)c1
11) CCOC(=O)c1c(NC(=O)CSc2nnc(C)s2)sc2c1CCCCC2
12) NS(=O)(=O)c1cccc(NC(=O)c2ccc(S(=O)(=O)N3CCCCCC3)cc2)c1
13) Cc1cc(O)ccc1-c1cc(C(=O)NCc2cc(C(F)(F)F)cc(C(F)(F)F)c2)[nH]n1
14) COc1ccc(CCN(C)C(=O)c2ccc3c(=O)n4c(nc3c2)CCCCC4)cc1OC
15) C=CCNC(=S)NNC(=O)CC12CC3CC(CC(C3)C1)C2
16) Cc1cc(CN(C)C(=O)CC2C(=O)NCCN2Cc2ccc(F)c(F)c2)on1 (stereo not drawn)

Assay by compound | 9 | 10 | 11 | 12 | 13 | 14 | 15 | 16
TAG inh | 7.4 | 10.7 | 2.7 | -18.2 | 17.9 | -27.4 | -7.3 | -6.9
TAG inh DAPI viability | -7.6 | -11.7 | 0.3 | -3.6 | 0.5 | -2.7 | 6.7 | 1.1

17) O=C(Cc1ccsc1)N1CCN(S(=O)(=O)c2ccccc2F)CC1
18) CN(N)C(=S)Nc1ccc(Cl)cc1
19) CC[C@H](C)[C@@H](C(=O)N1CCNCC1)n1cc([C@@H](N)CO)nn1
20) CCCCc1c(O)nc(SC2CC(=O)N(c3ccc(C(=O)OCC)cc3)C2=O)[nH]c1=O (stereo not drawn)
21) Cc1ccc(C)c(N2CCN(C(=O)c3ccc(CSc4nc5ccncc5[nH]4)cc3)CC2)c1
22) COc1ccc([N+](=O)[O-])cc1N(CC(O)CN1CCCC1)S(=O)(=O)c1ccc(C)cc1 (stereo not drawn)
23) Cc1c(O)c(CN2CCCC2)cc2c1oc(=O)c1ccccc12
24) Cc1ccc(C(=O)N2CCN(c3ccc(NC(=O)c4cccnc4)cc3)CC2)cc1

Assay by compound | 17 | 18 | 19 | 20 | 21 | 22 | 23 | 24
TAG inh | -5.5 | -7.5 | 18.1 | 7.1 | -27.3 | -0.3 | 14.9 | 10.0
TAG inh DAPI viability | -4.8 | -4.6 | -4.6 | 2.4 | 4.1 | 15.3 | 8.4 | 0.2

25) O=C(O)C1CCN(C(=O)CCc2ccccc2)CC1
26) CCNc1nc(NCC)nc(N/N=C/c2ccc(Br)cc2)n1
27) CCCCN(C)CCCNC(=O)/C=C1\Sc2ccccc2NC1=O
28) O=C(c1ccc(S(=O)(=O)N2CCOCC2)cc1)N1CCN=C1SCc1cccnc1
29) Cc1cc(C)c2c(=O)n(CC(=O)Nc3ccc(Br)c(C)c3)sc2n1
30) CCOC(=O)c1ccc(NC(=O)c2ncn3c2C(=O)N[C@H](C)C3)cc1
31) CC(C)(C)C(=O)Nc1ccc(N=Nc2ccccc2)cc1
32) O=C(NO)c1ccccc1O

Assay by compound | 25 | 26 | 27 | 28 | 29 | 30 | 31 | 32
TAG inh | 11.9 | 17.3 | 3.0 | 8.0 | 16.1 | -7.5 | 1.3 | -2.5
TAG inh DAPI viability | -9.3 | -10.5 | 3.4 | -2.5 | -0.4 | 6.9 | -5.7 | -5.1

33) CCCCCCCCNS(=O)(=O)CCNCc1ccc(OC)cc1
34) CCn1ccnc1CN(C)Cc1cn[nH]c1-c1ccc(OC)c(F)c1
35) O=C(N[C@H]1C/C=C\C[C@H](CC(=O)N(CCO)Cc2ccccc2)C(=O)N[C@@H](c2ccccc2)COC1=O)OCC1c2ccccc2-c2ccccc21
36) NC(=S)c1ccc(OCCCc2ccccc2)cc1
37) C[C@H]1CN([C@@H](C)CO)C(=O)Cc2cc(NC(=O)C3CC3)ccc2O[C@H]1CN(C)Cc1ccc(Oc2ccccc2)cc1
38) COc1ccccc1N1C(=O)c2ccccc2NC1C(OC)OC (stereo not drawn)
39) O=C(NCc1ccco1)C1CCCN1C(=O)Nc1ccccc1 (stereo not drawn)
40) CC(=O)c1ccc(NC(=S)NC(=O)/C=C/c2ccccc2)cc1

Assay by compound | 33 | 34 | 35 | 36 | 37 | 38 | 39 | 40
TAG inh | -6.7 | 1.4 | -19.4 | -7.9 | 5.3 | 0.2 | 16.6 | 2.5
TAG inh DAPI viability | -1.0 | -2.1 | 8.2 | -0.1 | 0.3 | -6.5 | -12.5 | 0.0

41) Cn1c(=O)c(-c2ccccc2)nn2c3ccccc3nc12
42) O=C(Nc1ccccc1)Nc1nnc(Cc2ccccc2F)s1
43) COc1ccc(-c2csc3ncnc(N4CCN(S(=O)(=O)c5cccc(C(F)(F)F)c5)CC4)c23)cc1
44) CCOC(=O)CSc1nnc([C@@H](NC(=O)OC(C)(C)C)C(C)C)o1
45) COc1cc2c(cc1OC)CN(Cc1ccccc1)CC2
46) CC(=O)C[C@H]1c2cc(F)ccc2S(=O)(=O)N1c1ccc(N(C)C)cc1
47) COc1cc2c(=O)n(Cc3ccccc3)c(=O)n(CC(=O)NCCc3ccccc3)c2cc1OC
48) Cc1ccc(C)c(N2CCN(C(=O)Cc3c(C(=O)O)[nH]c4ccc(Cl)cc34)CC2)c1

Assay by compound | 41 | 42 | 43 | 44 | 45 | 46 | 47 | 48
TAG inh | 16.2 | -7.7 | -2.8 | -16.3 | -7.7 | -10.6 | -13.3 | -3.9
TAG inh DAPI viability | -3.8 | 7.3 | -2.5 | -2.7 | 4.5 | 5.5 | 4.4 | 2.0

Excerpt, compounds 36 to 47
36) NC(=S)c1ccc(OCCCc2ccccc2)cc1
37) C[C@H]1CN([C@@H](C)CO)C(=O)Cc2cc(NC(=O)C3CC3)ccc2O[C@H]1CN(C)Cc1ccc(Oc2ccccc2)cc1
38) COc1ccccc1N1C(=O)c2ccccc2NC1C(OC)OC (stereo not drawn)
39) O=C(NCc1ccco1)C1CCCN1C(=O)Nc1ccccc1 (stereo not drawn)
40) CC(=O)c1ccc(NC(=S)NC(=O)/C=C/c2ccccc2)cc1
41) Cn1c(=O)c(-c2ccccc2)nn2c3ccccc3nc12
42) O=C(Nc1ccccc1)Nc1nnc(Cc2ccccc2F)s1
43) COc1ccc(-c2csc3ncnc(N4CCN(S(=O)(=O)c5cccc(C(F)(F)F)c5)CC4)c23)cc1
44) CCOC(=O)CSc1nnc([C@@H](NC(=O)OC(C)(C)C)C(C)C)o1
45) COc1cc2c(cc1OC)CN(Cc1ccccc1)CC2

Assay by compound | 36 | 37 | 38 | 39 | 40 | 41 | 42 | 43 | 44 | 45
TAG inh | -7.9 | 5.3 | 0.2 | 16.6 | 2.5 | 16.2 | -7.7 | -2.8 | -16.3 | -7.7
TAG inh DAPI viability | -0.1 | 0.3 | -6.5 | -12.5 | 0.0 | -3.8 | 7.3 | -2.5 | -2.7 | 4.5

46) CC(=O)C[C@H]1c2cc(F)ccc2S(=O)(=O)N1c1ccc(N(C)C)cc1
47) COc1cc2c(=O)n(Cc3ccccc3)c(=O)n(CC(=O)NCCc3ccccc3)c2cc1OC

Assay by compound | 46 | 47
TAG inh | -10.6 | -13.3
TAG inh DAPI viability | 5.5 | 4.4

The list continues:
49) Cc1ccc2c(c1)c1c(n2CC(O)CNC2CCCCC2)CCCC1 (stereo not drawn)
50) COC(=O)[C@H](CC(C)C)NC(=O)N1CCCCC1
51) Cc1ccc(C(=O)OCC(=O)N(Cc2ccccc2)C(C)C)cc1C
52) CCOc1ccc(S(=O)(=O)N2CCN(c3ccccn3)CC2)cc1
53) CC(=O)O[C@H]1CC[C@@]2(C)C(CCC3C2CC[C@]2(C)OC(=O)CCC32)C1 (stereo partly drawn)
54) CC(=O)N1CCc2cc([N+](=O)[O-])ccc21
55) COCCNC(=O)/C(C#N)=C/c1cc(C)n(C2CCCCC2)c1C
56) Cc1cc(C)nc(SCC(=O)Nc2ncc3c(n2)CCCC3=O)n1

Assay by compound | 49 | 50 | 51 | 52 | 53 | 54 | 55 | 56
TAG inh | 125.2 | -4.6 | -5.0 | -19.1 | 8.2 | 0.5 | 8.1 | 0.3
TAG inh DAPI viability | -71.6 | 1.1 | -0.7 | 6.2 | -5.5 | 4.0 | 1.3 | -7.2

57) O=[N+]([O-])c1ccc(NN=C2CCCCC2)c([N+](=O)[O-])c1
58) Cc1ccc(OCC(O)CNC(=O)c2ccccc2C(=O)O)cc1 (stereo not drawn)
59) Cc1ccc(-c2noc(CCC(N)=O)n2)cc1
60) Cc1ccc(NC(=O)C(C)Oc2ccccc2)cc1S(=O)(=O)N1CCCCCC1 (stereo not drawn)
61) O=C1NC2=C(CCc3ccccc32)C(c2ccc(Br)cc2)N1 (stereo not drawn)
62) Cc1cc(N2CCN(C)CC2)nc2ccc(NC(=O)CCC(=O)NCCC(C)C)cc12
63) C=CCN(c1ccccc1)S(=O)(=O)c1cccc(C(=O)NC2CCN(Cc3ccccc3)CC2)c1
64) Cc1c(Nc2ncccc2C(=O)O)cccc1C(F)(F)F

Assay by compound | 57 | 58 | 59 | 60 | 61 | 62 | 63 | 64
TAG inh | -13.3 | 4.0 | -0.3 | -28.6 | -73.8 | 11.1 | 4.3 | -5.4
TAG inh DAPI viability | 0.7 | 4.1 | 19.7 | -6.1 | -0.4 | 3.6 | 6.3 | 8.6

65) Cc1ncoc1C(=O)N1CCCC(C(=O)c2cccc(OC(C)C)c2)C1 (stereo not drawn)
66) Cc1cccc(C)c1Nc1nnc(SCc2nc3ccccc3c(=O)[nH]2)s1
67) O=C(Nc1ccccc1C(=O)O)c1cncc(Br)c1
68) COCCN(Cc1cc2ccc(C)c(C)c2nc1Cl)C(=O)N1CCOCC1
69) CNC(=O)c1ccc(Nc2nnc(-c3ccc(O)cc3)c3ccccc23)cc1
70) C=CCC[C@H](Cc1ccc(F)cc1)C(=O)OC[C@@H](Cc1c[nH]c2ccccc12)NC(=O)[C@@H](CC=C)CC(=O)NCCO
71) Cc1ccc2sc(C)[n+](CCO)c2c1
72) Cc1c(Cl)c(C(=O)N2CCCCCC2)nn1C

Assay by compound | 65 | 66 | 67 | 68 | 69 | 70 | 71 | 72
TAG inh | -4.8 | -1.6 | -22.2 | -4.5 | -7.4 | -13.3 | 5.0 | -9.8
TAG inh DAPI viability | 7.3 | -15.5 | 13.5 | 10.2 | 2.0 | -9.5 | 2.6 | 4.9

73) Oc1ccc(CNc2ccccc2F)c2cccnc12
74) COc1ccc(NC(=O)CN(C)C(=O)CSCc2c(C)noc2C)cc1
75) CC(C)(C)OC(=O)N1CCC(CC2CC(c3ccncc3)=NO2)(C(=O)O)CC1 (stereo not drawn)
76) O=C(NCc1ccc2c(c1)OCO2)c1ccncc1
77) CC(=O)c1cccc(NC(=O)C2CCN(S(=O)(=O)c3ccc(F)cc3)CC2)c1
78) C/C(N)=C(/C#N)C(=O)COC(=O)CCCNC(=O)c1ccc(Cl)cc1
79) O=C(NCCCCc1ccccc1)C1CC(c2ccc(C(F)(F)F)cc2)=NO1 (stereo not drawn)
80) CN(C=O)c1ccc(CSc2ccccc2)cc1

Assay by compound | 73 | 74 | 75 | 76 | 77 | 78 | 79 | 80
TAG inh | 10.9&-42.4 | -10.3 | -11.2 | 3.3 | -2.0 | 2.7 | 1.0 | -6.1
TAG inh DAPI viability | -11.4&1.9 | -3.3 | 2.6 | 11.0 | 5.2 | -1.6 | 8.6 | 0.9

81) COCCCNS(=O)(=O)c1ccc(S(=O)(=O)N2CCCC2)cc1
82) CCN(CC)C(=O)c1cc([N+](=O)[O-])cc2c1-c1ccc([N+](=O)[O-])cc1C2=C(C#N)C#N
83) NC(=O)c1c(N)sc2c1CCCC2
84) O=C1C2C3C=CC(CC3)C2C(=O)N1c1ccc2c(c1)OCO2 (stereo not drawn)
85) Cc1ccc(OCc2cc(C(=O)N3CCN(c4ccccc4)CC3)no2)cc1C
86) Cc1nnc(NC(=O)CSc2n[nH]c(-c3ccccc3)n2)s1
87) CCN(CC)C(=O)C1=C(C)N(Cc2ccc(C(C)(C)C)cc2)C(=O)C(CC(=O)NC2CCCCC2)C1 (stereo not drawn)
88) CCCN(C(=O)Cc1nc(N)n[nH]1)C1(C(=O)Nc2c(C)cccc2C)CCCCC1

Assay by compound | 81 | 82 | 83 | 84 | 85 | 86 | 87 | 88
TAG inh | -10.2 | 3.7 | -57.8 | 6.3 | 2.9 | 1.7 | 12.0 | 11.1
TAG inh DAPI viability | -1.2 | -0.5 | -9.8 | 1.6 | -3.1 | -2.6 | -13.5 | -3.5

89) CC(Sc1nc(N2CCOCC2)nc(N2CCOCC2)n1)C(=O)Nc1ccccc1 (stereo not drawn)
90) O=C(Nc1ccc(N2CCCCC2)cc1)c1ccc(F)cc1
91) O=[N+]([O-])c1cccc(/C([O-])=C(/C(=S)Nc2cccc3ccccc23)[n+]2ccccc2)c1
92) Cc1ccc(S(=O)(=O)N2CCC(=O)N(C(COCc3ccccc3)Cc3ccccc3)CC2)cc1 (stereo not drawn)
93) O=C(NCc1ccccc1)/C(=C\c1cccc([N+](=O)[O-])c1)NC(=O)c1ccco1

Assay by compound | 89 | 90 | 91 | 92 | 93
TAG inh | 44.3 | -15.9 | -6.0 | -10.1 | -15.3
TAG inh DAPI viability | -2.0 | -1.0 | 29.2 | -5.8 | 17.2
